# LGR2 inh – inhibitors of bursicon-induced Drosophila LGR2 receptor cAMP signaling. inhibition, % at 9.99 µM. HEK293 LGR2, CRE-luciferase, bursicon-stimulated, 4 h. 380,000 tested, 0.35% active. AID 720647;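 active = drop in luminescence signal, shown as inhibition above about 50% in the replicate tests, limit read from the data, passing the limit was not always enough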;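 also: agonist challenge used bursicon conditioned medium at about half maximal strength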
# S100A4 MyoIIA – S100A4-myosin IIA interaction inhibition; P26447; S100A4/TAMRA-MyoIIA peptide fluorescence polarization; inhibition, % at 10.7 µM; 360,000 tested, 0.14% active; AID 652163;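 active = mean inhibition of at least 70% across replicates, with every replicate also reaching that level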
# Target sequence (P26447 whole entry, looked up): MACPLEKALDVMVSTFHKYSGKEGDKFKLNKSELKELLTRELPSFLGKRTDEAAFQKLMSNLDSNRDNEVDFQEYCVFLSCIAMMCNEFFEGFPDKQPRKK
#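 Material: S100A4 monomer (human). Medium: Calcium-containing HEPES buffer, pH 7.2. Probe or stimulus: labelled myosin peptide probe, 5 nM. Compound dosing: one concentration per compound. Timing: polarization read 5 min after assay mix addition, stable 5–60 min. Benchmarks: DMSO as neutral control, TFP as positive control.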
# esBAF inh – inhibitors of esBAF chromatin remodeling in mouse ES cells. Bmi1-luciferase knock-in reporter, 24 h; 100% = twice the neutral-well signal. reporter increase, % at 12.5 µM. 350,000 tested, 2% active; in the data active = activation above about 40%;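 also: 0% = median of the plate's neutral control wells and 100% = double that signal; a rise in the Bmi1 reporter signal indicates esBAF inhibition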
# FN deposit inh – fibronectin deposition inhibition | AH1F fibroblasts, Alexa488-fibronectin deposition fluorescence, overnight | inhibition, % at 12.6 µM | 350,000 tested, 0.086% active | AID 743247;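 active = mean inhibition across replicates of 30% or more, regardless of how many single replicates reach that level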;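 also: positive control wells lacked labelled fibronectin entirely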
#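 Material – AH1F fibroblast monolayer, labelled fibronectin deposition · Reagent – labelled fibronectin 24 nM · Timing – 1 h adhesion, overnight exposure · Measured by – fluorescence at 485 nm excitation, 525 nm emission · Read-out – inhibition of fibronectin deposition signal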
# SIRT5 inh – inhibitors of human sirtuin-5 desuccinylase. Q9NXA8. AID 652115. inhibition, % at 15 µM. 330,000 tested, 1.1% active. Purified SirT5, succinyl-peptide AMC, trypsin-coupled fluorescence; in the data active = inhibition above about 15%
# Target sequence (Q9NXA8 whole entry, looked up): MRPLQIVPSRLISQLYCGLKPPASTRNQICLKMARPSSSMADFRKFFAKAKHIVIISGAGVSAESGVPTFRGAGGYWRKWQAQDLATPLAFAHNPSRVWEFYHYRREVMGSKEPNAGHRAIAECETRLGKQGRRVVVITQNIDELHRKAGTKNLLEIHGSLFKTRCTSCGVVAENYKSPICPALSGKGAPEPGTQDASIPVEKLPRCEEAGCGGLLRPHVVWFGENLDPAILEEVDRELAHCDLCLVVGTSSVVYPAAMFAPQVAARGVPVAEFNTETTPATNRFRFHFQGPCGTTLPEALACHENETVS
# Casp6 inh – inhibitors of human caspase-6 | purified caspase-6, Z-VEID-R110 cleavage fluorescence | inhibition, % at 12.5 µM | P55212 | AID 686996 | 350,000 tested, 0.53% active;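 active = mean inhibition across replicates at least about 35%, with every replicate also reaching that limit, limit read from the data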;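 also: 0% = median of neutral control wells and 100% = no fluorescence left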
# Target sequence (P55212 24-179 limits assumed): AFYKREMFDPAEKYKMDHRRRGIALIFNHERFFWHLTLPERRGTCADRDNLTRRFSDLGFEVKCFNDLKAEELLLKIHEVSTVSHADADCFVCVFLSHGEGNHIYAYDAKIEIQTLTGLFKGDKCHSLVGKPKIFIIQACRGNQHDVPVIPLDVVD
# Target sequence (P55212 194-293 limits assumed): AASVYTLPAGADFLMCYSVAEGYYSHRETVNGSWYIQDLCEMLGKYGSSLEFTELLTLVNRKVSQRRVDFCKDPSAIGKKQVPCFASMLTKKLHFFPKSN
# C2C12 statin – suppressors of simvastatin-induced myotoxicity in C2C12 myotubes; AID 602340; ATP luminescence, 48 h; scaled: DMSO 0, geranylgeraniol control 100; 330,000 tested, 0.78% active; rescue of ATP level, % at 7.49 µM;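 active = mean ATP rescue above about 67%, or every replicate alone reaching that limit, limit read from the data, passing the limit was not always enough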;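 also: myotubes were challenged with 10 µM simvastatin during compound exposure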
# * = called active by the depositor; x = not tested or not shown; & = joins results of further samples. Not all compounds are listed; rates above refer to the full screens.
SMILES,LGR2 inh,S100A4 MyoIIA,esBAF inh,FN deposit inh,SIRT5 inh,Casp6 inh,C2C12 statin
CCCCN(C(=O)c1cccc(S(=O)(=O)N2CCOCC2)c1)c1c(N)n(CCC)c(=O)[nH]c1=O,8,0,-7,1,-1,1,2
Cc1nn(Cc2ccc([N+](=O)[O-])cc2)c(=O)n1-c1cccc(F)c1,x,x,11,-2,x,x,-5
COc1ccccc1N1CCN(CC(=O)Nc2ccc(-n3cnnn3)cc2)CC1,1,4,-13,x,-2,-1,2
CC1O[C@@H](O[C@H](C)CC/C=C/C(=O)O)C(O)C[C@H]1O (some centres not stated),-4,17,8,6,x,-1,11
Cc1cc(C)c(S(=O)(=O)N2CCCOC2CNC(=O)C(=O)NCc2ccccn2)c(C)c1 (configuration not stated),1,-4,x,x,-4,-1,x
O=C(COc1ccc(Br)cc1)Nc1ccc(S(=O)(=O)Nc2ccccn2)cc1,0,-3,x,x,-4,-7,x
COCCNC(=O)c1cccc(OC2CCN(C(C)COc3ccccc3)CC2)c1 (configuration not stated),-4,-1,1,7,2,-15,19
O=C(COC(=O)CNC(=O)c1ccccc1F)Nc1ccc2c(c1)OCCO2,-11,-2,x,0,1,-1,x
COc1ccc2c3c([nH]c2c1)[C@@H](CO)N(C(=O)c1cccc(F)c1)CC31CCN(C(=O)c2ccccc2)CC1,-27,-8,x,0,-1,2,x
Cc1ccc(S(=O)(=O)N[C@@H]2CC[C@@H](CCNC(=O)C3CCCC3)O[C@@H]2CO)cc1,-12,-6,-3,-2,2,-2,-1
C[C@@H]1CN([C@@H](C)CO)C(=O)c2cc(-c3ccc(C#N)cc3)cnc2O[C@@H]1CN(C)C(=O)c1cccnc1,-2,7,-9,-1,-3,-1,-6
COc1ccc(Br)c(-c2nc(CS(=O)(=O)c3ccc(F)cc3)no2)c1,-2,-3,x,-2,3,-3,x
COCC(=O)Nc1ccc2c(c1)OC[C@@H](C)N(C(=O)COC)C[C@@H](C)[C@@H](OC)CN(C)C2=O,-1,-21,3,-6,x,-1,-3
CCN(CC)S(=O)(=O)c1ccc(N2CCOCC2)c(NC(=O)C(C)(C)C)c1,-1,-5,x,-2,0,-5,x
CCn1cc(CN2CCCC(C(=O)Nc3ccc(-c4cscn4)cc3)C2)cn1 (configuration not stated),-1,-1,2,-1,-1,1,-3
COc1cc2ncnc(Nc3ccc4c(c3)OCO4)c2cc1OC,3,6,-3,5,1,0,-20
Oc1ccc(C[C@H]2CN([C@@H](Cc3ccccc3)CN3CCCC3CN3C(=S)NC[C@@H]3Cc3ccccc3)C(=S)N2CCc2ccccc2)cc1 (some centres not stated),11,-2,x,-5,-2,2,x
CN(C)C(=O)c1ccc(-c2ccc(C3[C@@H]4CN(Cc5cccnc5)C[C@H]3N4)cc2)cc1 (some centres not stated),1&2,4&1,x,-5&5,-3&-4,0,x
Cc1cc(=O)n2[nH]c(N3C(=O)CCC3=O)nc2n1,x,x,-13,5,x,x,19
CCN(CC)c1nc(Oc2ccc(C(=O)NN)cc2)nc(Oc2ccc(C(=O)NN)cc2)n1,16,5,x,6,-4,0,x
CN1C(=O)c2cc(NC(=O)Cc3cccs3)ccc2OC[C@H]2O[C@H](CC(=O)N[C@H]3CCN(Cc4ccccc4)C3)CC[C@H]21,12,3,3,3,7,0,11
C[C@@H]1CN([C@H](C)CO)C(=O)c2c(c3ccccc3n2C)-c2ccccc2CO[C@H]1CN(C)C(=O)[C@H]1CCCN1C,-2,x,5,-3,x,x,-6
Cc1ccc(NC(=O)c2ccccc2)cc1C,-30,-4,27,-8,-2,0,16
Cc1noc(C)c1S(=O)(=O)Nc1ccc2c(c1)C(=O)N([C@@H](C)CO)C[C@@H](C)[C@H](CN(C)CC1CCCCC1)OCCCC[C@@H](C)O2,17,11,5,x,-1,-3,-51
O=C(O)COc1ccccc1/C=N/NC(=O)/C(=C\c1ccc2c(c1)OCO2)NC(=O)c1ccccc1,-10,-1,-2,1,4,18,1
Cc1cc(C)c(C)c(S(=O)(=O)N2CCN(C(=O)c3ccccn3)CC2)c1C,14,-1,-5,8,1,2,11
CCCCc1c(-c2ccccc2OC)ncn1Cc1c(F)cccc1F,-5,-6,x,7,x,1,x
COc1ccc(C(=O)NC(C)c2nccs2)cc1OC1CCN(C(C)C)CC1 (configuration not stated),-7,-7,0,4,-9,-1,10
O=C1CC(c2ccc(S(=O)(=O)N3CCCCC3)cc2)CN1 (configuration not stated),x,x,10,-7,x,x,-2
COC(=O)c1sc2ccc(C)cc2c1C(=O)OC,-9,x,-5,x,x,x,-8
CO[C@H]1CN(C)C(=O)c2cc(NS(=O)(=O)c3cn(C)cn3)ccc2OC[C@@H](C)N(C)C[C@H]1C,29,x,-3,1,x,x,3
C/C(=N/NC(=O)CNC(=O)c1cccc(F)c1)c1ccc2c(c1)CCCC2,1,-2,1,3,6,1,-1
CCOc1ccc(C(=O)NCC(=O)N2CCC3(CC2)NCCc2[nH]cnc23)cc1,20,-1,-5,-7,-4,-2,25
CN1CCCCC(NC(=O)C(C)(C)C)C1=O (configuration not stated),5,-3,x,-9,x,7,x
Cc1noc(C)c1S(=O)(=O)N(C)C[C@@H]1OCc2ccccc2-c2c(n(C)c3ccccc23)C(=O)N([C@H](C)CO)C[C@@H]1C,8,-2,5,-12,6,1,24
C=CCOn1c(=O)c(-c2ccc(OCC)cc2)[n+]([O-])c2ccccc21,-23,6,23,1,-1,-5,-21
C[C@@H]1CN([C@@H](C)CO)C(=O)c2cccc(NC(=O)Nc3ccc(F)cc3)c2O[C@H]1CN(C)S(=O)(=O)c1ccc(Cl)cc1,-3,-3,-5,-2,6,1,0
COc1ccc(-c2cnc3c(NC=O)cc(-c4cccc(NS(C)(=O)=O)c4)cn23)cc1OC,-3,4,-62,19,x,-1,-37
Cc1ccc(S(=O)(=O)N2CCCC(C(=O)NC3CCCC3)C2)cc1Cl (configuration not stated),-2,-2,2,-2,4,-8,-8
CCCCN(C(C)=O)c1c(N)n(CCC)c(=O)n(CC(=O)Nc2cc(Cl)cc(Cl)c2)c1=O,17,-4,x,-1,3,-1,x

# Record cards, as listed above. Order of screens: LGR2 inh, S100A4 MyoIIA, esBAF inh, FN deposit inh, SIRT5 inh, Casp6 inh, C2C12 statin
# CCCCN(C(C)=O)c1c(N)n(CCC)c(=O)n(CC(=O)Nc2cc(Cl)cc(Cl)c2)c1=O across the screens: 17, -4, x, -1, 3, -1, x
# COc1ccc(-c2cnc3c(NC=O)cc(-c4cccc(NS(C)(=O)=O)c4)cn23)cc1OC across the screens: -3, 4, -62, 19, x, -1, -37

# Further entries:
SMILES,LGR2 inh,S100A4 MyoIIA,esBAF inh,FN deposit inh,SIRT5 inh,Casp6 inh,C2C12 statin
O=C1C2CC=C(Cl)CC2C(=O)N1CCc1c[nH]c2ccccc12 (configuration not stated),-5,-2,33,9,x,4,-1
Cc1ccccc1-c1ccc([C@@H]2[C@H]3CN(S(C)(=O)=O)CC(=O)N3[C@H]2CO)cc1,-2,-8,x,-10,-2,0,x
c1cc2c(cnc3cscc32)s1,-5,-1,x,x,-2,0,x
C[C@@H](NC(=O)C[C@@H]1C[C@@H]2c3cc(NS(=O)(=O)c4ccc(F)cc4)ccc3O[C@@H]2[C@H](CO)O1)c1ccccc1,1,-4,3,0,0,2,4
CCOC(=O)Cc1csc(NC(=S)NC(=O)c2cc(OC)cc(OC)c2)n1,-20,-4,x,-2,1,-3,x
CC(C)Nc1nc(Nc2ccccc2Cl)c2sccc2n1,7,0,-6,14,x,0,-6
COc1ccc(S(=O)(=O)n2ccc(C)n2)cc1C,18,-9,-7,x,2,-1,0
Cc1ccc(S(=O)(=O)N(C)C[C@@H]2OCCCC[C@H](C)Oc3ccc(NC(=O)C4CCCCC4)cc3C(=O)N([C@H](C)CO)C[C@H]2C)cc1,0,x,5,x,x,x,-64
O=Cc1ccc(Oc2cnccn2)cc1,-10,-1,-8,-1,-1,0,-2
OCCNCCSc1nc(C2CCCCC2)n(-c2ccccc2Cl)n1,2,-1,-1,-1,-2,-139,-9
O=C(NC(Cc1c[nH]c2ccccc12)C(=O)NCCCN1CCOCC1)c1cccs1 (configuration not stated),-4,-1,x,-7,-1,-3,x
Cc1ccc(C)c(NC(=O)COC(=O)c2ccc(S(=O)(=O)N3CCCCC3)cc2)c1,-1,-2,-1,2,5,-4,1
CCCCC1CCC(C(=O)N(CC(C)C)c2c(N)n(Cc3ccccc3)c(=O)[nH]c2=O)CC1 (configuration not stated),4,-5,x,7,-2,-3,x
COc1ccc(NC(=O)NS(=O)(=O)c2ccc(C)cc2)cn1,9,6,5,3,-5,-169,7
Cc1ccc(S(=O)(=O)N(C)C[C@@H]2OCCCC[C@@H](C)Oc3ccc(NC(=O)Nc4cccc5ccccc45)cc3C(=O)N([C@H](C)CO)C[C@@H]2C)cc1,-5,-28,4,-3,0,-1,x
O=C(Cn1c2[n+](c3ccccc31)CC(O)CS2)c1ccccc1 (configuration not stated),-6,7,x,-11,-2,-4,x
CCC(=O)N(C)C[C@@H]1Oc2cc(-c3cccc(C#N)c3)ccc2S(=O)(=O)N([C@@H](C)CO)C[C@@H]1C,5,13,3,2,4,-2,x
COc1cc(/C=C/c2cccc[n+]2C)ccc1OCC(=O)Nc1ccccc1C,-9,-1,0,-3,1,-16,13
C[C@@H]1CCCCO[C@H](CN(C)C(=O)c2ccccc2)[C@H](C)CN([C@@H](C)CO)C(=O)c2cc(NC(=O)Cc3ccccc3)ccc2O1,-6,4,-2,x,2,-2,x
COc1cccc(CNC(=O)Cn2nc(C)c3c(C)n(-c4ccc(C)cc4)nc3c2=O)c1OC,3,-2,-8,4,-10,0,10
COc1ccc(S(=O)(=O)Nc2ccc3c(c2)C(=O)N([C@H](C)CO)C[C@@H](C)[C@@H](CN(C)C(=O)Cc2ccccc2)OCCCC[C@H](C)O3)cc1,16,4,6,x,4,-2,x
CC(=O)c1cccc(-n2c(CCC(=O)O)ccc2-c2cccs2)c1,-7,-21,16,x,x,17,2
C[C@@H]1CN([C@H](C)CO)C(=O)c2cc(C#Cc3ccccc3F)cnc2O[C@H]1CN(C)S(C)(=O)=O,-4,2,-2,-10,-1,3,-11
COc1ccc(C2=CN(Cc3ccccc3)C(c3ccc(OC)cc3)CC2=O)cc1 (configuration not stated),-31,0,x,0,1,1,x
Cc1nc(SCC(=O)Nc2ccc(OCc3ccccc3)cc2)n[nH]1,x,14,9,-1,-1,1,2
COCCNC(=O)C[C@H]1CC[C@H]2[C@@H](COc3ccc(NC(=O)c4cc(C)on4)cc3C(=O)N2C)O1,-6,-2,0,-18,0,-3,-8
CO[C@H]1CN(C)C(=O)c2cc(NC(=O)NC(C)C)ccc2OC[C@H](C)N(CCC(F)(F)F)C[C@H]1C,1,x,-8,x,x,x,-12
C[C@@H]1CCCCO[C@@H](CN(C)S(=O)(=O)c2cn(C)cn2)[C@@H](C)CN([C@H](C)CO)C(=O)c2cc(NC(=O)CCC(F)(F)F)ccc2O1,-15,-13,-1,x,-2,-3,47

# Among those listed so far, these contain a Cl atom:
SMILES,LGR2 inh,S100A4 MyoIIA,esBAF inh,FN deposit inh,SIRT5 inh,Casp6 inh,C2C12 statin
C[C@@H]1CN([C@@H](C)CO)C(=O)c2cccc(NC(=O)Nc3ccc(F)cc3)c2O[C@H]1CN(C)S(=O)(=O)c1ccc(Cl)cc1,-3,-3,-5,-2,6,1,0
Cc1ccc(S(=O)(=O)N2CCCC(C(=O)NC3CCCC3)C2)cc1Cl (configuration not stated),-2,-2,2,-2,4,-8,-8
CCCCN(C(C)=O)c1c(N)n(CCC)c(=O)n(CC(=O)Nc2cc(Cl)cc(Cl)c2)c1=O,17,-4,x,-1,3,-1,x
O=C1C2CC=C(Cl)CC2C(=O)N1CCc1c[nH]c2ccccc12 (configuration not stated),-5,-2,33,9,x,4,-1
CC(C)Nc1nc(Nc2ccccc2Cl)c2sccc2n1,7,0,-6,14,x,0,-6
OCCNCCSc1nc(C2CCCCC2)n(-c2ccccc2Cl)n1,2,-1,-1,-1,-2,-139,-9

# High-throughput results as filed in PubChem BioAssay.
